CHT block – inhibitors of human choline transporter CHT; CHT-expressing cells, membrane potential dye, choline response; stronger effect = lower value; 310,000 compounds, 0.86% hits; B-score at 10 µM;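 active = B-score over 3 SD under the library average, and starting fluorescence ratio not unusually high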;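 note: choline stimulus applied at its EC90 after an EC20 pre-addition; B-score computed on integrated fluorescence ratio after choline addition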
Target sequence (Q9GZV3 whole entry, looked up): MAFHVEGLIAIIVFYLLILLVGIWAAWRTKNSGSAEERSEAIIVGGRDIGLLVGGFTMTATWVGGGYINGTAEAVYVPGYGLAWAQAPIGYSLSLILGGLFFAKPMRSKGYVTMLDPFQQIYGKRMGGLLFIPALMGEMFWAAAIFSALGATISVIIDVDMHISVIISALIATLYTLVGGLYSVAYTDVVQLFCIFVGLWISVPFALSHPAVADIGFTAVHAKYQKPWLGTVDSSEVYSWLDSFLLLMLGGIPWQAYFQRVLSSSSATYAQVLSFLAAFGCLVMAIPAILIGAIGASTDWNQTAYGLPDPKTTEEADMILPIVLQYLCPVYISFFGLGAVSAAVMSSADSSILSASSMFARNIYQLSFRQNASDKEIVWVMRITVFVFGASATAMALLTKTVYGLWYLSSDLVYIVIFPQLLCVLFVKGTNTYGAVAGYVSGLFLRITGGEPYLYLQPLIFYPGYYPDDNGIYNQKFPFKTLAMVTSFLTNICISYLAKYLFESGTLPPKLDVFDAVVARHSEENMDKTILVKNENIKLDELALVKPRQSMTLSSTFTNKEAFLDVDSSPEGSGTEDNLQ
CHT PAM – human CHT allosteric activation | B-score at 10 µM | Q9GZV3 | 310,000 compounds, 0.49% hits | CHT-expressing cells, membrane potential dye, choline EC20; stronger effect = higher value; LV-AA mutant CHT in HEK293 cells | AID 488977;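 active = initial fluorescence not abnormally high and integrated response B-score, plate-corrected, over 3 SD above library mean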
* hit, by the source's call; i = inactive.

SMILES	CHT block	CHT PAM
CC(C)C1N=C2c3ccccc3N=C(SCC#N)N2C1=O (stereo not given)	i	i
CCOc1ccc(-c2cn[nH]c2N)cc1	i	i
O=C(Cn1nc(Cc2cccnc2)c2ccccc2c1=O)Nc1ccccc1F	i	i
COC(=O)C1=C(NC(=O)CCCCl)CCS1	i	i
CCc1ccccc1NC1=NCC(=O)N1Cc1ccc(OC)cc1	i	i
Cc1cc(NS(=O)(=O)c2ccc(NC(=O)Cc3ccc([N+](=O)[O-])cc3)cc2)no1	i	i
CC(C(=O)Nc1sc2c(c1C(=O)NCc1ccco1)CCCC2)N1C(=O)c2ccccc2C1=O (stereo not given)	i	i
CC(C)C(=O)Nc1cccc(C(=O)Nc2ccc3c(c2)OCO3)c1	i	i
O=C(N/N=C/c1ccc(O)c2ncccc12)c1cccc(Br)c1	i	i
CSc1nsc(/C=C/Nc2ccc(F)cc2)c1C#N	i	i
CC(C)c1ccc(NC(=O)c2cc(S(=O)(=O)N3CCCC3)c[nH]2)cc1	i	i
COc1ccc(CN(C(=O)/C=C/C(=O)c2ccc(OC)cc2O)C(C(=O)NC2CCCCC2)c2ccncc2)cc1 (stereo not given)	i	i
COc1ccc(N2CCN(C(CNC(=O)C(=O)NC3CC3)c3ccco3)CC2)cc1 (stereo not given)	i	i
CCCCNC(=O)c1cn(CC)c2ccc(S(=O)(=O)N3CCCCCC3)cc2c1=O	i	i
COc1cccc(-c2nc(CS(=O)(=O)CC(=O)Nc3cc(F)ccc3F)c(C)o2)c1	i	i
CN(CC(=O)N1CCCCCC1)S(=O)(=O)c1ccc(F)cc1	i	i
NC(=O)c1ccc(NC(=O)Nc2ccc3c(c2)OCO3)cc1	i	i
CCOc1cc(S(=O)(=O)NCCCN2CCOCC2)c(C)cc1C	i	i
CN(C)S(=O)(=O)c1ccc(C(=O)Nc2ccc3c(c2)CCC3)cc1	i	i
C1CN(CC23CC4CC(CC(C4)C2)C3)CCO1	i	i
COC(=O)c1ccc2c(c1)NC(=O)CS2	i	i
CCOc1ccc(NC(=O)C2CC(=O)N3CCCN=C3S2)cc1 (stereo not given)	i	i
CCCn1c(C(O)c2ccc(OC)cc2)nc2ccccc21 (stereo not given)	i	i
c1ccc(-c2cc3c(NCC4COc5ccccc5O4)ncnc3s2)cc1 (stereo not given)	i	i
Cc1ccc(NC(=O)Cn2c(O)c(N=NC(=O)c3cc4ccccc4cc3O)c3ccccc32)cc1	i	i
CCOC(=O)c1nc2c(ccc3ccccc32)cc1C	i	i
O=C(NCc1cccnc1)/C(=C\c1ccc(-c2ccc(Cl)c(Cl)c2)o1)S(=O)(=O)c1ccccc1	i	6.7*
CC12C(=O)N(NC(=O)c3ccncc3)C(=O)C1C1C=CC2C1 (stereo not given)	i	i
O=C(O)c1ccc(Cl)c(S(=O)(=O)Nc2ccc3[nH]c(=O)[nH]c3c2)c1	i	i
COc1ccccc1N(Cc1cc(=O)[nH]c2ccccc12)C(=O)C(C)C	i	i
O=C(O)CCCCCCCCCCCc1ccccc1	i	i
O=[N+]([O-])c1cc(S(=O)(=O)N2CCCCCC2)ccc1F	i	i
CC(=O)Nc1ccc(S(=O)(=O)N2CCC(n3cnc4cc(F)ccc43)CC2)cc1	i	i
C=CCNCC(O)COc1ccc(C(C)=O)cc1OC (stereo not given)	i	i
CCN(CC)C(=S)SCC(=O)c1c(C)[nH]c2ccccc12	i	i
CC1(C)Oc2ccc(C(=O)NN)cc2NC1=O	i	i
CC(C)CNC(=S)N(CCCO)Cc1cc2cc3c(cc2[nH]c1=O)OCCO3	i	i
Fc1ccc(C2CCCN2Cc2nc(Cc3ccccc3F)no2)cc1 (stereo not given)	i	i
Cc1ccc(-n2c(=O)cc(NCc3cccnc3)[nH]c2=O)cc1	i	i
COc1ccc(CNC(=O)CN2CCN(S(=O)(=O)c3cccs3)CC2)cc1OC	i	i
COc1ccc(/C=C(\NC(=O)c2ccc(C)cc2)C(=O)Nc2ccc(C(=O)O)cc2)cc1	i	i
CN1CCN(c2ccc(NC(=O)c3cccc(OCc4ccccc4)c3)cc2)CC1	i	i
CCN(CC)C(=O)CN(C#N)c1nc(NC(C)C)nc(NC(C)C)n1	i	i
Cc1ccc(NC2=NCC(=O)N2Cc2ccccc2)c(C)c1	i	i
Cc1cc(NS(=O)(=O)c2ccc(NC(=O)c3ccccc3C)cc2)no1	i	i
CCN(CC(=O)Nc1c(F)cccc1F)C(=O)c1cc(C)nc2ccccc12	i	i
Cn1cccc1CNC(=S)Nc1ccccc1Cl	i	i
O=C(c1ccc2nc[nH]c2c1)N1CCN(S(=O)(=O)c2cccc(F)c2)CC1	i	i
CN(CC(=O)Nc1cccc2ccccc12)C(=O)/C=C/c1cccs1	i	i
O=C(NCCN1CCN(C(=O)c2c(F)cccc2F)CC1)C(=O)Nc1ccc(Cl)cc1	i	i
CCC(CC)C(=O)NCCc1cc2c(OC)ccc(OC)c2[nH]c1=O	i	i
Cc1cccc(S(=O)(=O)c2c(C)cc(C)[nH]c2=O)c1	i	i
O=C1C2CCCCC2C(=O)N1c1ccc(S(=O)(=O)Nc2ncccn2)cc1 (stereo not given)	i	i
CC(=O)Nc1ccc(S(=O)(=O)N2CCC(C(=O)NCCc3ccc(Cl)cc3)CC2)cc1	i	i
CCN(CC)CCN(C(=O)CCOc1ccccc1)c1nc2ccc(F)cc2s1	i	i
COc1cc(S(=O)(=O)n2nc(C)cc2C)ccc1Cl	i	i
O=C(O)c1ccc(-c2cccc(Cl)c2)o1	i	i
Cc1ccc(SC(C)c2nc(-c3ccncc3)no2)cc1 (stereo not given)	i	i
COc1ccccc1OC(C)C(=O)O (stereo not given)	i	i
C=CCNc1nc(C(=O)OCC(=O)Nc2c(Cl)cccc2C(F)(F)F)cs1	i	i
Other results follow.
SMILES	CHT block	CHT PAM
NNS(=O)(=O)c1ccc(Cc2ncc(C(F)(F)F)cc2Cl)s1	i	i
COc1ccc(NC(=O)c2ccc(S(=O)(=O)N3CCOCC3)o2)cc1	i	i
COc1ccc(Cl)c(N2CCN(CCCNC(=O)Nc3ccc(C)cc3)CC2)c1	i	i
CCN(CC)CCNC(=O)c1cc(Nc2ccc(OC)c(OC)c2)nc2ccccc12	i	i
CCN(CC)CCNS(=O)(=O)c1ccc(OC)c(Br)c1	i	i
CCOc1ccc(CN2CCN(Cc3cc4ccccc4o3)CC2CCO)cc1 (stereo not given)	i	i
C=CCOc1ccc(/C=C/C(=O)OCC(=O)N(C)CC(=O)Nc2ccccc2Cl)cc1	i	i
CC(=O)N1c2ccc(S(=O)(=O)N3CCCC(C(=O)Nc4cccc(Cl)c4)C3)cc2CC1C (stereo not given)	i	i
O=C(O)CCc1ccc(-c2cccs2)n1NC(=O)c1ccc(O)cc1	i	i
COCCn1c(SCC(=O)Nc2ccc(S(=O)(=O)N3CCOCC3)cc2)nc2ccccc21	i	i
COc1ccc(C(=O)N(Cc2nc(-c3ccc(C)cc3)no2)C(C)C)cc1OC	i	i
O=C(Nc1ccc(C(=O)Oc2ccccc2)c(O)c1)c1ccco1	i	i
CCCNC(=O)c1ccccc1NS(=O)(=O)c1ccc(OC)c(OC)c1	i	i
Cc1ccc(SCC(=O)O/N=C(\N)c2cccc([N+](=O)[O-])c2)cc1	i	i
Fc1ccccc1N1CCN(C(c2ccncc2)c2nnnn2C2CCCC2)CC1 (stereo not given)	i	i

15 entries already listed, ordered by length of the SMILES, ascending:
SMILES	CHT block	CHT PAM
COc1ccccc1OC(C)C(=O)O (stereo not given)	i	i
O=C(O)c1ccc(-c2cccc(Cl)c2)o1	i	i
Cc1ccc(SC(C)c2nc(-c3ccncc3)no2)cc1 (stereo not given)	i	i
CCN(CC)CCNS(=O)(=O)c1ccc(OC)c(Br)c1	i	i
O=C(Nc1ccc(C(=O)Oc2ccccc2)c(O)c1)c1ccco1	i	i
NNS(=O)(=O)c1ccc(Cc2ncc(C(F)(F)F)cc2Cl)s1	i	i
O=C(O)CCc1ccc(-c2cccs2)n1NC(=O)c1ccc(O)cc1	i	i
CCCNC(=O)c1ccccc1NS(=O)(=O)c1ccc(OC)c(OC)c1	i	i
Fc1ccccc1N1CCN(C(c2ccncc2)c2nnnn2C2CCCC2)CC1 (stereo not given)	i	i
C=CCNc1nc(C(=O)OCC(=O)Nc2c(Cl)cccc2C(F)(F)F)cs1	i	i
CCN(CC)CCNC(=O)c1cc(Nc2ccc(OC)c(OC)c2)nc2ccccc12	i	i
Cc1ccc(SCC(=O)O/N=C(\N)c2cccc([N+](=O)[O-])c2)cc1	i	i
C=CCOc1ccc(/C=C/C(=O)OCC(=O)N(C)CC(=O)Nc2ccccc2Cl)cc1	i	i
COCCn1c(SCC(=O)Nc2ccc(S(=O)(=O)N3CCOCC3)cc2)nc2ccccc21	i	i
CC(=O)N1c2ccc(S(=O)(=O)N3CCCC(C(=O)Nc4cccc(Cl)c4)C3)cc2CC1C (stereo not given)	i	i

The list continues:
SMILES	CHT block	CHT PAM
O=[N+]([O-])c1cc(CN2CCCC2)c2cccnc2c1O	i	i
CCOC(=O)C1=C(CNCc2ccc(C)cc2)NC(=O)NC1c1ccc(OC)cc1 (stereo not given)	i	i
O=C(CN1C(=O)CSc2ccccc21)NC1CCCC1	i	i
Cc1nc(=S)n(-c2ccccc2)[nH]1	i	i
CC(C)=CCN1CCN(Cc2cccc3c2OCO3)CC1CCO (stereo not given)	i	i
COc1ccc(NC(=O)CSc2nnc(-c3ccccc3C)n2N)cc1OC	i	i
COC(=O)c1sc2nc[nH]c(=O)c2c1C	i	i
CCn1cc(SCC(=O)NCC2CCCO2)c2ccccc21 (stereo not given)	i	i
C=CCN1C(=O)/C(=C/c2ccc(OC)cc2)S/C1=N/c1nccs1	i	i
O=C(O)Cc1c[nH]c2cccc(O)c12	i	i
COc1ccc(OC)c(-n2c(=S)[nH]c3cc(C(=O)N4CCCCC4)ccc3c2=O)c1	i	i
COc1ccc(NCCc2ccccn2)cc1	i	i
O=C(NCc1ccccc1)C1CCC(=O)N(CCCN2CCCC2=O)C1 (stereo not given)	i	i
O=c1c2sccc2nc(SCc2cc(=O)n3cc(Br)ccc3n2)n1Cc1ccccn1	i	i
Cc1ccc(S(=O)(=O)N2CCN(C(=O)CSc3ccc(F)cc3)CC2)cc1	i	i
COc1ccc(C(=O)NCC(=O)N2CCN(c3ccc(F)cc3)CC2)cc1	i	i
CC(=O)c1cccc(NC(=O)CN(c2ccccc2)S(C)(=O)=O)c1	i	i
O=C(CN(C(=O)CCC(=O)Nc1nccs1)c1ccccc1F)NCc1ccc2c(c1)OCO2	i	i
Cc1ccccc1-c1nnc(SCC(=O)N(CC(C)C)c2c(N)n(CC(C)C)c(=O)[nH]c2=O)n1C	i	i
Cc1cc(C)nc(-n2nc(C)cc2NC(=O)CN2CCC(C)CC2)n1	i	i
O=C(c1ccc2c(=O)n3c(nc2c1)CCC3)N1CCCSC1=Nc1ccccc1	i	i
O=C(NCc1nc2ccccc2[nH]1)C1=C[C@H](c2csc3ccccc23)C[C@H](OCc2ccc(CO)cc2)O1	i	i
CC1(C)CC(=O)C2=C(C1)Nc1ccccc1[S@]2=O	i	i
Cc1cc(=O)[nH]c2ccccc12	i	i
Cc1ccccc1-c1nc(CS(=O)(=O)CC(=O)NCCCN2C(C)CCCC2C)c(C)o1 (stereo not given)	i	i
COc1ccc2cc(C(=O)C3CCCN(Cc4cnc(N5CCOCC5)s4)C3)ccc2c1 (stereo not given)	i	i
c1ccc2c(c1)oc1c(N3CCOCC3)ncnc12	i	i
COc1ccc([C@H]2C=C(C(=O)O)O[C@@H](OCCCCO)C2)cc1	i	i
CCCCCC(CC(=O)NO)C(=O)NC(C(=O)N1CCCC1CO)C(C)C (stereo not given)	i	i
COc1nc(N(C)C)nc(N2CC(=O)N(CCNS(=O)(=O)c3ccc(C)cc3)C2=N)n1	i	i

Part of the list above, set out differently.
Value order – CHT block | CHT PAM
- COC(=O)c1ccc2c(c1)NC(=O)CS2
→ i | i
- O=c1c2sccc2nc(SCc2cc(=O)n3cc(Br)ccc3n2)n1Cc1ccccn1
→ i | i

Continuation:
SMILES	CHT block	CHT PAM
O=C(CSc1n[nH]c(=O)n1-c1ccccc1)Nc1ccccc1	i	i
O=C1CCc2ccccc2N1	i	i
CCN(Cc1ccccc1)S(=O)(=O)c1ccc(C(=O)N(CCCN(C)C)c2nc3cc(C)cc(C)c3s2)cc1	i	i
CC(C)[C@H](NC(=O)c1ccccc1F)C(=O)Nc1ccc(F)c(F)c1	i	i
O=C(NC1CCCCC1)c1cccc(Cn2cc(Cl)cn2)c1	i	i
O=C(CNc1cccc2ccccc12)N/N=C/c1ccc([N+](=O)[O-])o1	i	i
O=C(Nc1ccc(N2CCN(C(=O)c3ccco3)CC2)cc1)C(c1ccccc1)c1ccccc1	i	i
O=C(c1ccc(S(=O)(=O)N2CCCC2)cc1)N1CCCc2ccccc21	i	i
Cc1ccc(/C=N/NC(=O)C2(O)c3ccccc3-c3ccccc32)o1	i	i
Cc1ccc(C2(c3noc(CN4C[C@@H](C)O[C@@H](C)C4)n3)CCCC2)cc1	i	i
COc1ccc(S(=O)(=O)N2CCC(C(=O)N3CCCCCC3)CC2)cc1	i	i
Cc1ccc(S(=O)(=O)CC(=O)Nc2nnc(C)s2)cc1	i	i
COC(=O)c1cc(C(=O)N(Cc2ccccc2)c2ccccn2)cc([N+](=O)[O-])c1	i	i
Cc1cc(NC(=O)CSc2nnc3c4c(C)c(C)sc4ncn23)no1	i	i
CC(=O)Nc1cccc(NC(=O)c2cccc(S(=O)(=O)N3CCN(Cc4ccccc4)CC3)c2)c1	i	i
COc1ccccc1/C=C/CN1CCC(CO)(Cc2ccccc2)CC1	i	i
CC(=O)Nc1ccc(S(=O)(=O)Oc2ccc(N3C(=O)C4CCCCC4C3=O)cc2)cc1 (stereo not given)	i	i
COc1cc(C(=O)OC(C)C(=O)NC2CCCCC2C)c([N+](=O)[O-])cc1OC (stereo not given)	i	i
CN1CCN(C(=O)CNC(=O)Cc2ccc(Cl)cc2)CC1	i	i
C=CCC1(C(=O)N(C)Cc2ccccc2)CCN(C(=O)OC(C)(C)C)CC1	i	i
Cc1cc(Br)ccc1NC(=O)CN(C)C(=O)Cn1c(=O)cnc2ccccc21	i	i
CCCNc1cc(C)c(C#N)c2nc3ccccc3n12	i	i
Cc1ccc(C)c2[nH]c(=O)c(CN(Cc3cccs3)C(=S)NCc3ccco3)cc12	i	i

High-throughput results: PubChem BioAssay, Johns Hopkins Ion Channel Center
